High-throughput results as filed in PubChem BioAssay.
CHRM5 antagonist – antagonists of human muscarinic M5 receptor (CHRM5); P08912; CHO-hM5 cells, Fluo-8 calcium fluorescence, ACh EC80; inhibition, % at 3 µM; 0.59% of 360,000 active; AID 624040;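 active = inhibition above a per-plate cutoff, the mean of that plate's test compounds plus 3 SD, cut at about 27% in these data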;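 note: 0% = acetylcholine EC80 with DMSO and 100% = DMSO without agonist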
Target sequence (P08912 whole entry, looked up): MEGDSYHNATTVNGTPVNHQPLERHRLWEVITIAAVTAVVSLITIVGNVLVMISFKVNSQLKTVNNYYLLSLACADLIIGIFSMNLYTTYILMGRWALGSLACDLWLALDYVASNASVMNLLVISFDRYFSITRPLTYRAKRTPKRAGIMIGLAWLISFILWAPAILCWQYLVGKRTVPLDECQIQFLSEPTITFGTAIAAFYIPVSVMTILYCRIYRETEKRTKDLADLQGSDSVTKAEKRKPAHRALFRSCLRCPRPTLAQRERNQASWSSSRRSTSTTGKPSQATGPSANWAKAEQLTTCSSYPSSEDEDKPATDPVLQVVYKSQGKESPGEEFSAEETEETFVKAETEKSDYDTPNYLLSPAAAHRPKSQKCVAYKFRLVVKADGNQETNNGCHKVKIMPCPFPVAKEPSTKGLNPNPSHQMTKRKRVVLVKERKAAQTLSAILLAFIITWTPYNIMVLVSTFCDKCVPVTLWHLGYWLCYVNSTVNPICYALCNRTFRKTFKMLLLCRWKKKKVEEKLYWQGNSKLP
CHO-K1 Ca PAM – counter-screen for M1 PAMs: effect in parental CHO-K1 cells | ATP EC20, Fluo-8 calcium fluorescence; 0% at ATP EC20, 100% at ATP max | activation, % at 3 µM | 0.02% of 360,000 active | AID 602247;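 active = activation above the run cutoff, the mean activation of all test compounds plus 3 SD, cut at about 40% in these data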;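 note: peak over basal fluorescence ratio in a 140 s read after ATP addition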
CRFR2-BP ag – agonists of human CRF-binding protein/CRF-R2 receptor complex | activation, % at 13.2 µM | AID 588473 | HEK293 CRF-R2/CRF-BP, calcium dye fluorescence (FLIPR); percent of saturating CRF peptide response | 0.46% of 350,000 active;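 active = activation of at least 50%, plus an integration ratio under a set limit after plate pattern correction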;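 note: plate controls were neutral control wells without compound for no effect and CRF at EC100 for full effect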
M5 PAM – CHRM5 positive allosteric modulation. P08912. CHO-K1 hM5, Fluo-8 calcium, ACh EC20 PAM; 0% = ACh EC20, 100% = ACh EC100. activation, % at 3 µM. 0.3% of 360,000 active. AID 624038;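 active = activation above the run cutoff, the mean activation of all test compounds plus 3 SD, cut at about 18% in these data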
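Assay system – human M5 receptor in CHO-K1 cells · Read-out – % activation, ACh-normalized · Technique – Fluo-8 calcium fluorescence · Dosing – single-point, 3 µM nominal · Incubation – Fluo-8 loading 80 min at 37 °C plus 30 min room temperature · Repeats – singlicate, one well per test compound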
TAAR1 agonist – human TAAR1 agonism; Q96RJ0; activation, % at 3 µM; 0.99% of 360,000 active; CHO RD-HGA16 TAAR1, Fluo-8 calcium fluorescence; vehicle wells 0%, saturating PEA agonist 100%;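 active = activation above the mean activation of all test compounds in the run plus 3 SD, cut at about 38% in these data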
Target sequence (Q96RJ0 whole entry, looked up): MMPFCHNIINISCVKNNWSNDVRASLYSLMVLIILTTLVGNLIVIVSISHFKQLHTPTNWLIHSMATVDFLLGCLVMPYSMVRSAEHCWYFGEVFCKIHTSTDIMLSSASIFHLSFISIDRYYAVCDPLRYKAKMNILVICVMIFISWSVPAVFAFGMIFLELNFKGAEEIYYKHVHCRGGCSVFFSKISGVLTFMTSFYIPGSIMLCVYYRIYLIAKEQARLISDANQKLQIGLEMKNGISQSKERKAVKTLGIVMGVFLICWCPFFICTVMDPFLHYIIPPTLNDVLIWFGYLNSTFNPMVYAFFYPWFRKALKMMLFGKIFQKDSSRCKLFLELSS
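Test system: RD-HGA16 (CHO) cells co-expressing Gα16 and hTAAR1 / Benchmarks: DMSO vehicle as 0%, PEA at EC100 as 100% / Repeats: no replicates (n 1) / Measure: % activation from peak over basal fluorescence ratio, DMSO-to-PEA scaled / Timing: 17-24 h plating, Fluo-8 75 min 37 °C, 30 min RT / Technique: kinetic Fluo-8 calcium fluorescence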
TAAR1 antag – human TAAR1 antagonism | Q96RJ0 | inhibition, % at 3 µM | CHO RD-HGA16 TAAR1, Fluo-8 calcium fluorescence, antagonist | 1.5% of 360,000 active;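 active = inhibition above a per-plate cutoff, the mean inhibition of test compounds on that plate plus 3 SD, cut at about 49% in these data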;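 note: 0% = DMSO plus EC80 beta-PEA response and 100% = DMSO alone without agonist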
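System: CHO RD-HGA16 cells bearing hTAAR1. Reagent: EC80 β-phenethylamine stimulus. Schedule: seeding 17-24 h prior, 75-min 37 °C, 30-min RT dye loading. Signal: Fluo-8 intracellular calcium dye fluorescence, real-time kinetic reads. Read-out: % inhibition from peak post-agonist over basal fluorescence ratio. Benchmarks: vehicle wells and EC80 agonist wells. Replicates: n of 1.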
CRFR2-BP antag – antagonists of CRF-binding protein/CRF-R2 receptor complex; HEK293 CRF-R2/CRF-BP, CRF-induced calcium fluorescence; inhibition, % at 11.8 µM; 0.59% of 350,000 active; AID 588475;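 active = inhibition of the ligand-induced calcium signal above about 50% at the single tested concentration, limit read from the data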
CHRM4 PAM – CHRM4 positive allosteric modulation; CHO-K1 hM4/Gqi5, Fluo-8 calcium fluorescence, ACh EC20; 0% = ACh EC20, 100% = maximal ACh; activation, % at 3 µM; 0.4% of 360,000 active; AID 624126;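 active = activation above its plate's cutoff, the mean activation of sample wells plus 3 SD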; note: some results filed as inactive read as strong as hits
CHRM5 agonist – agonists of human muscarinic M5 receptor (CHRM5); activation, % at 3 µM; CHO-K1 hM5 cells, Fluo-8 calcium fluorescence; 0% DMSO wells, 100% maximal acetylcholine response; AID 624037; 0.19% of 360,000 active;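 active = activation above the run's mean over test compounds plus 3 SD, cut at about 23% in these data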;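 note: signal is peak over basal fluorescence ratio across the kinetic read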
Starred values were filed as active, the others as inactive; · = not tested or not shown.

[1] CC(NC(=O)CN1CCN(C(=O)c2cccs2)CC1)c1ccc(F)cc1F (stereo unspecified)
[2] COCC(C)n1c(C)cc(C(=O)COc2ccc(C)nc2[N+](=O)[O-])c1C (stereo unspecified)
[3] O=C(CSc1nnnn1-c1ccccc1)Nc1nc(-c2ccccc2)ns1
[4] CC(=O)Nc1ccccc1C(F)(F)F
[5] COc1ccc(N2CC(C(=O)NC3=NCCS3)CC2=O)cc1 (stereo unspecified)
[6] Nc1nonc1-n1nnc(C(=O)N/N=C/c2ccccn2)c1CNc1ccccc1
[7] Cc1nn(CCO)c2ncc(C(=O)c3cc(F)ccc3O)cc12
[8] Cc1ccc(NC(=O)Cn2cc([N+](=O)[O-])nc2C)cc1C
entry no.	1	2	3	4	5	6	7	8
CHRM5 antagonist	12	-4	3	-6	10	-6	8	7
CHO-K1 Ca PAM	-14	-6	4	-13	9	-10	10	25
CRFR2-BP ag	-0.8	2.2	5.2	-0.3	-0.8	-0.2	0.2	0.5
M5 PAM	3	1	-1	9	9	-2	-1	2
TAAR1 agonist	9	6	-1	0	1	16	0	5
TAAR1 antag	-24	-12	5	-6	3	11	-15	7
CRFR2-BP antag	7	-6	-26	8	-5	4	5	9
CHRM4 PAM	6	-2	5	2	3	-7	-6	5
CHRM5 agonist	0	1	-2	2	1	-3	-3	3

[9] Cc1ccc(Cl)cc1N1CCN(C(c2ccc(C#N)cc2)c2nnnn2C2CCCC2)CC1 (stereo unspecified)
[10] CCC1Sc2ccc(S(=O)(=O)Nc3ccc(OC)cc3)cc2NC1=O (stereo unspecified)
[11] COc1ccc(-n2nnnc2SCC(=O)Nc2cccc(NC(C)=O)c2)cc1OC
[12] NC(=O)[C@H]1CC2(CC(c3cccc(NC(=O)CC(c4ccccc4)c4ccccc4)c3)=NO2)CN1C(=O)CC(c1ccccc1)c1ccccc1 (stereo partly specified)
[13] COC(=O)c1cn(CC(=O)NC2CCCCC2)c2ccccc12
[14] COc1ccc(-c2nnc(NC(=O)C3CC3)o2)cc1
[15] COC(=O)c1cccc(NC(=O)CSc2nnc(C)n2C)c1
[16] Cn1c(CN2CCOCC2)nnc1SCC(=O)Nc1ccc([N+](=O)[O-])cc1O
entry no.	9	10	11	12	13	14	15	16
CHRM5 antagonist	-3	-6	2	9	-1	-1	-2	-18
CHO-K1 Ca PAM	12	13	17	-4	-1	22	4	16
CRFR2-BP ag	-0.9	10	-0.9	2.4	-0.6	0.7	-3.9	-0.2
M5 PAM	-6	-4	-1	0	0	6	-8	17
TAAR1 agonist	3	56*	12	7	2	9	6	-1
TAAR1 antag	-20	24	-3	0	7	5	-8	-58
CRFR2-BP antag	7	-20	7	1	-10	-1	25	-24
CHRM4 PAM	6	0	4	6	-2	9	-7	8
CHRM5 agonist	0	21	0	2	3	2	-1	-2

[17] COc1ccc(S(=O)(=O)N(C)CC(=O)Nc2ccccc2OC)cc1C
[18] CC(O)CNc1nc2c(c(=O)n(C)c(=O)n2C)n1CCc1ccccc1 (stereo unspecified)
[19] Cc1nc(-c2ccccc2)sc1C1(C)CC(c2ccc(OC(F)(F)F)cc2)=NO1 (stereo unspecified)
[20] CCN(CC)c1nc(N2CCN(CCO)CC2)nc2ccccc12
[21] Cc1ccc(C(=O)NCCc2nnc3ccc(SCC(=O)Nc4ccccc4F)nn23)cc1
[22] CCOC(=O)c1[nH]c(C)c(C(=O)N(CC)CC)c1C
[23] Nc1nonc1C(=O)NCCNC(=O)c1ccc(Cl)c(Cl)c1
[24] COc1ccccc1-c1nn2c(C(F)(F)F)nnc2s1
entry no.	17	18	19	20	21	22	23	24
CHRM5 antagonist	12	-5	-4	15	6	5	1	2
CHO-K1 Ca PAM	-3	15	10	-18	-3	-3	-6	-5
CRFR2-BP ag	-1.8	-1.7	5.2	-0.3	-1.1	1.8	-0.7	1.2
M5 PAM	0	3	18*	-5	4	-6	-2	13
TAAR1 agonist	12	1	-2	1	1	1	7	2
TAAR1 antag	-8	-9	-16	1	-16	-4	1	-8
CRFR2-BP antag	18	11	7	-4	-5	6	7	1
CHRM4 PAM	-8	-3	7	-1	2	-1	0	14
CHRM5 agonist	-5	-1	1	-3	-6	1	1	1

The final 4 records of the part before lead into the next.
[21] Cc1ccc(C(=O)NCCc2nnc3ccc(SCC(=O)Nc4ccccc4F)nn23)cc1
[22] CCOC(=O)c1[nH]c(C)c(C(=O)N(CC)CC)c1C
[23] Nc1nonc1C(=O)NCCNC(=O)c1ccc(Cl)c(Cl)c1
[24] COc1ccccc1-c1nn2c(C(F)(F)F)nnc2s1
[25] O=C(OCc1nnc(-c2ccccc2)o1)C1CC(=O)N(CCc2ccccc2)C1 (stereo unspecified)
[26] CC(C)c1ccc(NC(=O)CCS(=O)(=O)c2cccc3nonc23)cc1
[27] O=C1CC(c2ccccc2)Oc2ccc(Cl)cc21 (stereo unspecified)
[28] CCOc1ccc(NC(=S)N(Cc2ccc(N(C)C)cc2)Cc2ccco2)cc1
[29] CCOc1ccc(/C=N/Nc2nncc(-c3ccccc3)n2)cc1OC
[30] Cc1ccc(S(=O)(=O)c2c[nH]c3ccc(C)cc3c2=O)cc1
[31] O=C(Cn1nnc2ccccc2c1=O)NC1CCCc2ccccc21 (stereo unspecified)
[32] COc1ccc(C2=NCCn3nc4cc(C(F)(F)F)ccc4c32)cc1
entry no.	21	22	23	24	25	26	27	28	29	30	31	32
CHRM5 antagonist	6	5	1	2	4	-5	15	-6	10	-1	2	11
CHO-K1 Ca PAM	-3	-3	-6	-5	20	0	-2	12	19	19	0	11
CRFR2-BP ag	-1.1	1.8	-0.7	1.2	-0.4	-0.8	-0.8	-0.6	-7.4	-2.6	0.1	-1.4
M5 PAM	4	-6	-2	13	2	4	-6	2	-10	2	-4	3
TAAR1 agonist	1	1	7	2	8	-1	-3	·	4	0	13	18
TAAR1 antag	-16	-4	1	-8	-11	-15	-19	·	4	-18	-12	17
CRFR2-BP antag	-5	6	7	1	-2	-16	18	77*	-26	-7	10	-2
CHRM4 PAM	2	-1	0	14	25*	2	4	-2	7	1	6	0
CHRM5 agonist	-6	1	1	1	4	-2	1	0	-6	-1	2	-1

[33] Cc1ccc(Cn2c(C(C)Nc3nc(C)cs3)nc3cc(Cl)c(Cl)cc32)cc1 (stereo unspecified)
[34] COC(=O)C(CC(=O)c1cccc(OC)c1)c1ccc(F)cc1 (stereo unspecified)
[35] Cc1ccccc1N(C(=O)c1snc(C(N)=O)c1N)C(C(=O)NC1CCCCC1)c1ccc(O)cc1 (stereo unspecified)
[36] COc1cccc(CN(C)C(=O)c2cccnc2SC)c1OC
[37] Cc1ccc(NC(=S)NC2CCN(Cc3ccccc3)CC2)cc1
[38] COc1ccc(C2NCCCC2c2ccccc2)cc1 (stereo unspecified)
[39] O=C(O)C1C2CCC(O2)C1C(=O)Nc1ccc(O)cc1 (stereo unspecified)
[40] CSc1nsc(SCC(=O)Nc2ccc(C(C)=O)cc2)n1
[41] Cc1cc(C)n(-c2nnc(C)n2NS(=O)(=O)c2ccc(F)cc2)n1
[42] C=CCn1c(SC2CCOC2=O)nc2sc(C)c(C)c2c1=O (stereo unspecified)
[43] O=C1NC(c2ccncc2)Nc2ccccc21 (stereo unspecified)
entry no.	33	34	35	36	37	38	39	40	41	42	43
CHRM5 antagonist	·	-11	17	12	4	2	-2	-10	-7	4	-7
CHO-K1 Ca PAM	·	10	12	1	15	9	26	5	17	2	9
CRFR2-BP ag	12	0.3	1.7	0.8	4.2	0.2	0.6	-5.5	-0.2	-1.0	-0.8
M5 PAM	·	-1	-6	7	3	-6	0	-1	2	5	-4
TAAR1 agonist	2	-2	3	0	14	0	2	2	14	11	5
TAAR1 antag	0	16	73*	-1	-11	-5	-1	2	4	-1	-1
CRFR2-BP antag	-16	55*	16	-4	-13	31	7	15	-11	4	9
CHRM4 PAM	·	1	-13	-6	5	-4	17	3	10	-5	2
CHRM5 agonist	·	-9	-1	4	-1	-11	-3	0	2	-12	0

4 records picked at random from the list so far:
[27] O=C1CC(c2ccccc2)Oc2ccc(Cl)cc21 (stereo unspecified)
[36] COc1cccc(CN(C)C(=O)c2cccnc2SC)c1OC
[20] CCN(CC)c1nc(N2CCN(CCO)CC2)nc2ccccc12
[29] CCOc1ccc(/C=N/Nc2nncc(-c3ccccc3)n2)cc1OC
entry no.	27	36	20	29
CHRM5 antagonist	15	12	15	10
CHO-K1 Ca PAM	-2	1	-18	19
CRFR2-BP ag	-0.8	0.8	-0.3	-7.4
M5 PAM	-6	7	-5	-10
TAAR1 agonist	-3	0	1	4
TAAR1 antag	-19	-1	1	4
CRFR2-BP antag	18	-4	-4	-26
CHRM4 PAM	4	-6	-1	7
CHRM5 agonist	1	4	-3	-6
